MLLE-PAM2 inh: blocks PAM2 peptide binding to the PABP1 MLLE domain | P11940 | GST-MLLE / FITC-PAM2 fluorescence polarization | inhibition, % at 20 µM | 360,000 compounds, 0.36% hits | AID 588489; in the data active = inhibition above about 35%, passing the limit was not always enough;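 also: plate controls were DMSO wells with GST-MLLE for no effect and wells lacking GST-MLLE protein for full effect; some results filed as inactive read as strong as hits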
MsrA inh: inhibits bovine methionine sulfoxide reductase A | purified bovine MsrA, absorbance read-out | inhibition, % at 15.5 µM | 360,000 compounds, 0.75% hits; in the data active = inhibition above about 4.5%;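 also: 0% = vehicle wells with enzyme and 100% = reference inhibitor wells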
SKN-1 inh: C. elegans SKN-1 inhibition | C. elegans VP596 Pgst-4::GFP/RFP ratio, acrylamide-induced, 24 h | inhibition, % at 21.8 µM | 360,000 compounds, 0.49% hits;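 active = interference check ratio from 0.5 to 1.5 plus GFP to RFP signal ratio inhibition reaching or exceeding a fixed threshold, cut at about 30% in these data, passing the limit was not always enough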; also: some compounds called inactive have numbers as strong as hits
CendR NRP1 mod: alters CendR peptide binding to human NRP-1 | FAM-RPARPAR peptide binding to NRP-1, fluorescence polarization | O14786 | inhibition, % at 25 µM | 360,000 compounds, 0.85% hits;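 active = inhibition or corrected inhibition above about 18%, plus a signal ratio from 0.5 to 1.5, limit read from the data, passing the limit was not always enough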; also: strong numbers were not always called active
MsrA act: activates bovine MsrA enzyme; activation, % at 10.6 µM; AID 602163; 360,000 compounds, 0.3% hits; purified bovine MsrA, absorbance read-out; in the data active = activation above about 7.5%;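 also: 0% = vehicle and 100% = reference activator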
eLon inh: inhibitors of E. coli Lon protease; 360,000 compounds, 0.42% hits; P0A9M0; inhibition, % at 7.94 µM; purified E. coli Lon protease, fluorescence polarization; in the data active = inhibition above about 13%, passing the limit was not always enough;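 also: 0% = enzyme with probe and DMSO and 100% = no enzyme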
Target sequence (P0A9M0 whole entry, looked up): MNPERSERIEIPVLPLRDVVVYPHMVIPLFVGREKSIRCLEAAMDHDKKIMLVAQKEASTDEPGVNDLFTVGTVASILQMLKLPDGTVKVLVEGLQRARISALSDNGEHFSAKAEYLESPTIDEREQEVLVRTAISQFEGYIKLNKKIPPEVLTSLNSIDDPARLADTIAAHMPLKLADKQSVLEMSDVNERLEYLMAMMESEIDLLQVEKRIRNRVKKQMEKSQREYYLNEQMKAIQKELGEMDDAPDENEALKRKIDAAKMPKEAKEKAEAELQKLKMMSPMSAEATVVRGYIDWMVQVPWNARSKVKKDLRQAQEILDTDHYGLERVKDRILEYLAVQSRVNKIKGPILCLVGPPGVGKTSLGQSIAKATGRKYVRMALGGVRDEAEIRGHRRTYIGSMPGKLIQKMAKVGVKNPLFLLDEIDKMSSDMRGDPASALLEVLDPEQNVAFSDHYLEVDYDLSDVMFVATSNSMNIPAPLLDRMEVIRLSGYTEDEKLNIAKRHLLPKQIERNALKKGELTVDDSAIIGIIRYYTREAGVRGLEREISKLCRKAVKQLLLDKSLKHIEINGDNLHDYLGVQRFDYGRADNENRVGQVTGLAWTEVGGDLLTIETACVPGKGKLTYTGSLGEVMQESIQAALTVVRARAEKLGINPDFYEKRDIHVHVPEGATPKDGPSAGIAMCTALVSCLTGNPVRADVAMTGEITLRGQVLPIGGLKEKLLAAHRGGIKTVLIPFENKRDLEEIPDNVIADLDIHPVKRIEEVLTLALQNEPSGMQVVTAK
Tb MetRS inh: blocks T. brucei methionyl-tRNA synthetase activity; 360,000 compounds, 0.4% hits; inhibition, % at 11.9 µM; AID 624268; purified T. brucei MetRS, ATP depletion, Kinase-Glo luminescence;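 active = inhibition above a per-plate cutoff of the control wells' mean inhibition plus 3 SD, cut at about 5.5% in these data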;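 also: 0% = DMSO wells median and 100% = median of wells with control inhibitor compound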
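Dosing: 11.9 µM compound single dose, 0.9% DMSO; Assay system: purified T. brucei MetRS enzyme; Measured by: Kinase-Glo luciferase luminescence reporting remaining unconsumed ATP; Schedule: 15 min plus 2 h at 25 °C.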
FAS TE block: inhibitors of human fatty acid synthase thioesterase domain. P49327. recombinant FAS-TE, OMFH fluorogenic substrate, fluorescence endpoint. inhibition, % at 15 µM. 360,000 compounds, 0.67% hits. AID 602261;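 active = compounds whose normalised, plate-corrected inhibition of enzyme fluorescence in the single-dose primary screen is 50% or more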;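 also: 0% = DMSO with enzyme and 100% = substrate without enzyme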
MT1-MMP act inh: MT1-MMP (human) activation inhibition; P50281; HT1080 RFP-PRO-GFP cells, GFP/RFP ratio fluorescence, overnight; percent of plate control window, DMSO zero; GFP/RFP ratio change, % at 20 µM; 360,000 compounds, 0.061% hits; AID 651647;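 active = GFP/RFP ratio change of at least 30% with cell ATP level not reduced by more than half and red fluorescence within 50% of control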; also: strong numbers were not always called active
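Material: RFP-PRO-GFP reporter HT1080 cells. Dosing: single-point 20 µM compound, 1% DMSO. Controls: DMSO and RFP-L50D-GFP cell wells. Timing: cells overnight before dosing, compound overnight, 37 °C, 5% CO2. Measure: GFP/RFP fluorescence ratio.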
An asterisk follows results filed as active; . = no result given.

SMILES	MLLE-PAM2 inh	MsrA inh	SKN-1 inh	CendR NRP1 mod	MsrA act	eLon inh	Tb MetRS inh	FAS TE block	MT1-MMP act inh
COc1ccc(/C=C2\SC(=S)N(CCC(=O)N3CCOCC3)C2=O)cc1OC	-17	0.1	-1	-18	-4	2	0.1	-7	2
Cn1c(-c2ccccc2)c(/C=N/NC(=O)c2ccc(O)cc2)c2ccccc21	2	3.4	-6	3	-5	-4	-0.1	6	3
O=C(Nc1ccccc1Cl)c1cc(C2CCCN(C(=O)c3cccs3)C2)on1 (stereo not given)	-2	0.6	-10	-2	-3	-9	-0.2	9	2
CCN(CC)c1ccc2ccc(=O)oc2c1	0	2.0	7	-4	-4	-9	-0.6	-4	0
CO[C@H]1[C@@H]2C=CO[C@@H](O[C@H]3O[C@@H](CO)[C@H](O)[C@@H](O)[C@@H]3O)[C@@H]2[C@@]2(CO)O[C@@H]12	1	0.0	-6	2	-2	-2	-0.1	-3	4
COc1cc2cc(CN(CCCO)S(=O)(=O)c3ccccc3Cl)c(=O)[nH]c2cc1OC	8	.	-4	-10	-4	-3	-0.6	-8	4
CC(=O)Nc1ccc(NC(=O)c2nccnc2C(=O)O)cn1	-3	0.3	-5	0	-5	-3	-0.9	-5	0
CCCc1cc(C(=O)Nc2ccccc2C(=O)OC)no1	24	2.0	-10	1	0	-3	-0.5	14	1
CCOC(=O)[C@]12CCCC=C1N(Cc1cccc3ccccc13)C(=O)[C@H](CC(=O)NCc1ccc(C)o1)C2	.	1.4	0	-3	-2	-7	-0.8	16	4
COc1ccccc1-c1cc(C(=O)N2CCN(c3ccccc3)CC2)no1	-6	0.8	13	4	-1	-3	-0.3	17	1
O=C(O)c1cccc(S(=O)(=O)Nc2ccc3c(c2)CCC3)c1	-2	-1.0	-19	4	-8	0	-0.3	-2	2
Clc1ccc(OCc2nn3c(-c4ccco4)nnc3s2)c(Cl)c1	10	0.1	-16	-22	5	-7	1.1	4	-2
CC(=O)c1cccc(NC(=O)c2cc3nc(C)cc(C)n3n2)c1	3	0.4	2	17	-5	1	-0.6	-7	-2
C/C(=N\S(=O)(=O)c1ccc(C)cc1)N(C)C	-4	0.1	-22	3	-7	1	-1.5	-6	4
Cc1cc(C)n(-c2ccc(F)cc2)c(=O)c1C#N	2	0.8	-3	10	-3	-2	-0.9	-7	0
O=C(COC(=O)CCc1c[nH]c2ccccc12)NCCc1ccccc1	-14	0.0	12	2	-2	-9	0.2	0	2
COc1cc(/C=C(/C#N)C(=O)NCCc2c[nH]c3ccccc23)ccc1OCc1ccccc1F	-3	0.5	14	-11	-2	4	0.8	1	2
COc1cc(NS(=O)(=O)c2ccc(NS(=O)(=O)c3ccc(NC(C)=O)cc3)cc2)nc(OC)n1	1	-0.8	6	-4	-3	-1	0.1	2	0
COc1cccc(OCCCCCN2CCOCC2)c1	4	0.7	-3	-12	-5	0	-0.5	-3	1
O=C(c1ccc(Cl)c(Cl)c1)c1cnc(Nc2ccccc2)s1	-48	-0.5	-19	1	-10	-1	-1.3	-8	1

Exported with values under each structure: 13 of the compounds above
Results follow in this order: MLLE-PAM2 inh	MsrA inh	SKN-1 inh	CendR NRP1 mod	MsrA act	eLon inh	Tb MetRS inh	FAS TE block	MT1-MMP act inh
- CO[C@H]1[C@@H]2C=CO[C@@H](O[C@H]3O[C@@H](CO)[C@H](O)[C@@H](O)[C@@H]3O)[C@@H]2[C@@]2(CO)O[C@@H]12
    1	0.0	-6	2	-2	-2	-0.1	-3	4
- COc1cc2cc(CN(CCCO)S(=O)(=O)c3ccccc3Cl)c(=O)[nH]c2cc1OC
    8	.	-4	-10	-4	-3	-0.6	-8	4
- CC(=O)Nc1ccc(NC(=O)c2nccnc2C(=O)O)cn1
    -3	0.3	-5	0	-5	-3	-0.9	-5	0
- CCCc1cc(C(=O)Nc2ccccc2C(=O)OC)no1
    24	2.0	-10	1	0	-3	-0.5	14	1
- CCOC(=O)[C@]12CCCC=C1N(Cc1cccc3ccccc13)C(=O)[C@H](CC(=O)NCc1ccc(C)o1)C2
    .	1.4	0	-3	-2	-7	-0.8	16	4
- COc1ccccc1-c1cc(C(=O)N2CCN(c3ccccc3)CC2)no1
    -6	0.8	13	4	-1	-3	-0.3	17	1
- O=C(O)c1cccc(S(=O)(=O)Nc2ccc3c(c2)CCC3)c1
    -2	-1.0	-19	4	-8	0	-0.3	-2	2
- Clc1ccc(OCc2nn3c(-c4ccco4)nnc3s2)c(Cl)c1
    10	0.1	-16	-22	5	-7	1.1	4	-2
- CC(=O)c1cccc(NC(=O)c2cc3nc(C)cc(C)n3n2)c1
    3	0.4	2	17	-5	1	-0.6	-7	-2
- C/C(=N\S(=O)(=O)c1ccc(C)cc1)N(C)C
    -4	0.1	-22	3	-7	1	-1.5	-6	4
- Cc1cc(C)n(-c2ccc(F)cc2)c(=O)c1C#N
    2	0.8	-3	10	-3	-2	-0.9	-7	0
- O=C(COC(=O)CCc1c[nH]c2ccccc12)NCCc1ccccc1
    -14	0.0	12	2	-2	-9	0.2	0	2
- COc1cc(/C=C(/C#N)C(=O)NCCc2c[nH]c3ccccc23)ccc1OCc1ccccc1F
    -3	0.5	14	-11	-2	4	0.8	1	2

Remaining list, next part
SMILES	MLLE-PAM2 inh	MsrA inh	SKN-1 inh	CendR NRP1 mod	MsrA act	eLon inh	Tb MetRS inh	FAS TE block	MT1-MMP act inh
CCOC(=O)N1CCN(C(=O)CCC(=O)c2ccc(OCC)cc2)CC1	8	-0.6	-3	-24	-3	1	0.7	-2	0
CCn1cc(CNCc2cn(C)nc2-c2ccc(C3CCCCC3)cc2)cn1	2	1.0	5	-15	-3	0	-0.7	4	-1
COc1cccc(CNC(=O)CCC2CCCN(c3cc(C)nc(N(C)C)n3)C2)c1 (stereo not given)	-4	0.1	4	-6	-4	-2	-0.1	-3	-7
CCn1cc([C@@H]2C[C@H]3CN(Cc4cccc(Cl)c4)C(=O)[C@]34CCCN24)c(C)n1	-7	-0.5	3	-27	-2	-8	0.1	-4	-3
Cc1ccc(S(=O)(=O)NC(C)(C)C)cc1C(=O)OCC(=O)N1CCCC1=O	-2	-1.2	5	-5	1	-7	0.0	-3	9
COc1cc(S(=O)(=O)NCc2ccccc2)ccc1Br	-11	0.5	9	-5	-3	0	-0.4	3	3
C#CCOCCOCCOCCNc1nc(N2CCN(C(=O)[C@H](CC(N)=O)n3cc(C(N)[C@@H](C)CC)nn3)CC2)nc(N2CCN(C(=O)[C@H](CCC(=O)O)n3cc([C@@H](N)CCCCN)nn3)CC2)n1 (stereo not given in full)	16	0.4	5	7	-2	-7	0.0	-15	0
Cn1c(SCC(=O)c2ccc3c(c2)NC(=O)CO3)nc2ccccc21	-40	0.1	3	-17	-2	-9	-0.5	-11	3
CCn1ccc(C(=O)Nc2ncc(C)s2)n1	4	0.8	0	-14	-4	10	-0.2	-2	5
Cc1cc(C)n(C(CC(=O)O)C(=O)O)n1 (stereo not given)	8	-1.4	-12	3	4	-3	-0.2	-2	0
COc1ccc(S(=O)(=O)NCCN2CCOCC2)c2ccccc12	4	-1.4	1	-1	4	-7	-0.3	-4	-1
O=C(CCC1CCCCC1)NC1=NCCS1	30	0.7	6	3	-10	5	-0.6	-9	3
CCOc1ccccc1N(CC(=O)Nc1ccc(S(=O)(=O)N2CCOCC2)cc1)S(C)(=O)=O	14	0.5	13	-1	-5	3	0.6	-3	1
CN(CCC1CCOCC1)C(=O)C1CCC(=O)N(CCc2ccc(Cl)cc2)C1 (stereo not given)	3	0.5	6	3	0	-3	-0.6	-1	2
CCOc1cc(CNc2ccc(N3CCCC3)cc2)cc(Cl)c1OC	-10	0.4	7	-2	-3	-3	-0.4	6	-3
CCN(CC(=O)Nc1ccccc1C(F)(F)F)C(=O)c1cc(-c2cccs2)nn1-c1ccccc1	-29	-0.8	-2	-2	-13	3	-0.9	9	3
COc1ccc(NC(=O)CCNS(=O)(=O)c2cccc3nonc23)cc1Cl	0	1.6	-2	4	-2	-3	0.2	0	2
Cc1ccc(NC(=O)C2C(c3ccccc3)C=CC(c3ccccc3)C2C(=O)O)cc1 (stereo not given)	9	0.6	7	11	-2	-7	-1.1	3	8
Cc1ccc(C23CC4CC(CC(C(N)=O)(C4)C2)C3)cc1	0	1.2	9	-10	-3	-4	-0.3	0	2
CN(C)c1nc(N)nc2c1ncn2C1OC(CO)CC1O (stereo not given)	0	-0.8	8	3	-15	-6	-0.1	-2	4
CSc1cccc(NC(=S)NCCCO)c1	5	-0.4	-6	2	-4	-7	-0.4	-8	-2
Cc1ccc(Cn2ncc3c(N4CCOCC4)ncnc32)cc1	-7	-0.7	20	13	3	5	0.3	-4	0
Cc1cc(OCC(=O)NCc2ccncc2)c2c(C)c(C)c(=O)oc2c1	-3	-0.7	-18	0	-1	-2	0.0	1	4
CCOC(=O)c1ccc(NC(=S)P(=O)(c2ccccc2)c2ccccc2)cc1	-12	-0.6	14	-3	-6	-8	0.1	0	3
CCOC(=O)N1CCN(C(=O)Cn2cnc3ccccc3c2=O)CC1	1	-0.9	6	3	-5	-6	-0.3	-7	-2
Cc1cc(C(=O)CSc2nnc(N)s2)c(C)n1-c1c(C)n(C)n(-c2ccccc2)c1=O	21	2.1	-2	0	-3	-1	-1.2	-9	0
O=C1C=C(c2ccc(-c3ccccc3)c(F)c2)C[C@@H](c2ccc3c(c2)OCO3)C1	-5	0.1	6	-8	0	-3	-0.1	32	5
COc1ccc(/C=N\NC(=O)/C(=C\Nc2nccc(C)n2)NC(=O)c2ccccc2)cc1	6	8.2*	11	10	-2	-4	-0.1	-5	-5
CC(=O)Nc1ccc(S(=O)(=O)N(C)S(=O)(=O)c2ccc(F)cc2)cc1	9	-0.8	15	-9	3	-2	0.4	-1	1
O=C1N=C(N2CCC(Cc3ccccc3)CC2)S/C1=C/c1cn[nH]c1-c1ccccc1	-2	2.5	19	2	-8	-11	-1.3	-24	2
CN(C)CCCN(CCCN(C)C)C(=S)Nc1ccc(S(=O)(=O)N2CCOCC2)cc1	-2	1.9	5	4	-1	2	0.0	-4	3
O=C(O)c1ccccc1SCC(=O)N1CCc2ccccc21	4	2.5	-12	6	-14	-2	-1.2	-4	.

Screening data: PubChem, several laboratories
